# Screens: PubChem BioAssay, several laboratories
# SDO1 yeast rescue = growth rescue of sdo1-depleted yeast, primary screen, S. cerevisiae, bone marrow failure model; S. cerevisiae sdo1-depleted JHY4D growth rescue, OD600 30 h; hits give high values; pdr5 snq2 efflux-pump mutant strain; z-score at 10 µM; 140,000 tested, 0.21% active; AID 817, 2007;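 active = z-score above 3 at both the 24 hr and the 30 hr optical density reads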;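 note: z-score against mean and SD of all compound wells on the same plate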
# INS promoter inh = inhibitors of insulin promoter-driven GFP, primary screen, imaging, TRM-6 cells (human fetal islet line), eGFP reporter, cell count | 130,000 tested, 0.9% active | inhibition, % at 2 µM | AID 1273, 2008 | reporter expression induced with tamoxifen;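 active = inhibition above the mean plus 3 SD, with well images judged a real hit on visual review, cut at about 60% in these data, passing the limit was not always enough; inconclusive = inhibition over the cutoff but images rejected on review; inactive = inhibition not above the cutoff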
# SDO1 yeast rescue Rescue 24 h = also measured in SDO1 yeast rescue; calls as there; z-score; S. cerevisiae sdo1-depleted JHY4D growth rescue, OD600; measured here: growth rescue at 24 h;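 0 is the plate mean of compound wells and units are plate SD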
# * hit, by the source's call; u = inconclusive; x = not tested or not shown; & = joins results of further samples.
SMILES,SDO1 yeast rescue,SDO1 yeast rescue Rescue 24 h,INS promoter inh
Cc1ccc(-c2nc3cnccn3c2Nc2ccc3c(c2)OCCO3)o1,-1.1,-0.52,x
CCc1cc(/C(Cc2csc(C)n2)=N/O)c(O)cc1O,0.34,0.4,-41
O=c1c2ccccc2nc2n1C(CSc1ccccc1)CS2 (stereo not given),x,x,-40
Cc1ccccc1OCCNC(=O)CNC(=O)c1ccccc1O,0.02,-0.73,60
O=C(NCc1ccc2c(c1)OCO2)C(c1ccco1)N(C(=O)c1csnn1)c1ccccc1 (stereo not given),-1.1,-0.9,-300
COc1ccccc1Cn1c(=O)[nH]c2cccnc21,-0.08,0.3,x
CN1CCC(=NNC(=O)C(=O)NC(C)(C)C)CC1,0.82,0.47,-27
CS(=O)(=O)N1CCc2cc(C(=O)OCC(=O)c3ccccc3)ccc21,0.85,1.4,0
COc1ccc(-c2nnc(SCC(=O)Oc3ccc(C)cc3)o2)cc1,-2.4,-1.6,50
COc1ccc2[nH]c(=O)c(CN(Cc3nnnn3Cc3ccccc3)CC3CCCO3)cc2c1 (stereo not given),0.19,0.2,-50

# Part of the list above, with two lines to a compound.
# Results follow in this order: SDO1 yeast rescue, SDO1 yeast rescue Rescue 24 h, INS promoter inh
O=c1c2ccccc2nc2n1C(CSc1ccccc1)CS2 (stereo not given)
 : x, x, -40
Cc1ccccc1OCCNC(=O)CNC(=O)c1ccccc1O
 : 0.02, -0.73, 60
O=C(NCc1ccc2c(c1)OCO2)C(c1ccco1)N(C(=O)c1csnn1)c1ccccc1 (stereo not given)
 : -1.1, -0.9, -300
COc1ccccc1Cn1c(=O)[nH]c2cccnc21
 : -0.08, 0.3, x
CN1CCC(=NNC(=O)C(=O)NC(C)(C)C)CC1
 : 0.82, 0.47, -27

# Continuation:
SMILES,SDO1 yeast rescue,SDO1 yeast rescue Rescue 24 h,INS promoter inh
CCOC(=O)N1CCN(c2c(NCCCN(CC)CC)c(=O)c2=O)CC1,1.2,0.25,38
CC(C)(C)n1nc2c(c1NC(=O)c1cc3ccccc3o1)CS(=O)(=O)C2,x,x,14
Cc1cccc(OCC(=O)Nc2cccc3nsnc23)c1,-0.72,-0.2,6
NC(=O)CCn1nc(-c2ccccc2)c2ccccc2c1=O,1.6,1.3,30
CC(C)OCCCNC(=O)CN1C(=O)/C(=C/c2ccccc2)Sc2ccccc21,-0.13,0.75,-78
C=CCn1c(Cc2cccs2)nnc1SCC(=O)NCc1ccco1,0.87,1.3,23
N#CCCN1CCN(CCC#N)CC1,-0.34,-0.56,-43
CCc1ccc2ncc(S(=O)(=O)c3ccc(C)c(C)c3)c(N3CCCC3)c2c1,-1.3,-0.68,-39
c1ccc(-n2nc3ccccc3n2)cc1,0.75,0.78,65
O=C1CC(N2CCN(c3ccccc3Cl)CC2)C(=O)N1c1ccccc1 (stereo not given),0.52,1.8,-60
CCOc1cccc(-c2nnc(SCC(=O)Nc3cccc(OC)c3)n2N)c1,0.85,-0.63,-81
Cc1ccccc1C(=O)NC(=S)NCCc1ccccc1,-1.4,-2.3,30
Cc1[nH]c2ccc(F)cc2c1CCN(Cc1ccncc1)C(=S)Nc1cccc(F)c1,x,x,-138
COc1cc(OC)c(C2=Nc3ccc(Br)cc3C(c3ccccc3)N2CC(=O)NN)cc1OC (stereo not given),x,x,-14
CCCCC(=O)Nc1nn(CCC)c2nc3ccccc3cc12,-1.4,0.34,28
Cc1c(-c2ccccc2)[n+](=O)c2c(n1[O-])CCC2,1.3,0.51,-350
CCCCOc1ncnc2c1[nH]c1ccccc12,-0.63,-0.29,0
Cc1cc(C(=O)NCCCN2CCN(c3cc(Cl)ccc3C)CC2)n(-c2ccccc2)n1,1.4,2,x
Cc1ccc(NC(=O)CCNC(=O)c2ccco2)cc1,-0.28,-0.65,-33
Cc1cc(OC(=O)c2ccc(S(=O)(=O)N3CCCCC3)cc2)c([N+](=O)[O-])c(=O)[nH]1,x,x,2

# Grouped by structure: the entries above containing an NH in an aromatic ring
SMILES,SDO1 yeast rescue,SDO1 yeast rescue Rescue 24 h,INS promoter inh
COc1ccccc1Cn1c(=O)[nH]c2cccnc21,-0.08,0.3,x
COc1ccc2[nH]c(=O)c(CN(Cc3nnnn3Cc3ccccc3)CC3CCCO3)cc2c1 (stereo not given),0.19,0.2,-50
Cc1[nH]c2ccc(F)cc2c1CCN(Cc1ccncc1)C(=S)Nc1cccc(F)c1,x,x,-138
CCCCOc1ncnc2c1[nH]c1ccccc12,-0.63,-0.29,0
Cc1cc(OC(=O)c2ccc(S(=O)(=O)N3CCCCC3)cc2)c([N+](=O)[O-])c(=O)[nH]1,x,x,2

# Going on with the list:
SMILES,SDO1 yeast rescue,SDO1 yeast rescue Rescue 24 h,INS promoter inh
c1ccc2c(c1)CCN(Cc1nnnn1Cc1ccc3c(c1)OCO3)C2,-1.1,-0.89,7
Cc1cccc(C)c1OCc1nnc2c3cnn(C)c3ncn12,-0.69,-1.3,-42
Cc1ccc([N+](=O)[O-])c2cccnc12,0.47,-0.42,-11
CCOC(=O)C(C)Oc1ccc2c(-c3cccc([N+](=O)[O-])c3)cc(=O)oc2c1 (stereo not given),-0.59,-0.99,x
CCOC(=O)c1c(N2C(=O)Nc3cc(Cl)c(Cl)cc3N2O)sc2c1CCCCC2,0.09,-0.08,-8
CCOc1ccccc1NC(=O)CSc1nnc(-c2ccccc2Cl)n1Cc1ccco1,-1.2,-1.3,-18
CCCOc1cccc(-c2nn(-c3ccccc3)cc2/C=C(\C#N)C(=O)NCCCn2ccnc2)c1,-1,-0.6,-17
COc1ccccc1CNC(=O)COc1ccc([N+](=O)[O-])cc1,x,x,29
COc1ccc(Cn2c(-c3ccc(Br)cc3)c[n+]3ccccc23)cc1,0.83,0.53,x
COc1cccc(CNC(=O)C(=O)NCC2CCCO2)c1 (stereo not given),0.99,0.24,44
N#Cc1cc2c(nc1SC1CC(=O)N(c3ccccc3)C1=O)CCC2 (stereo not given),-0.22,-0.55,8
COCCNC(=S)NNC(=O)CSCc1ccc(Cl)cc1Cl,x,x,-68
CCC(C)N(C(=O)COC(=O)CCc1c[nH]c2ccccc12)C1CCS(=O)(=O)C1 (stereo not given),0.57,1.5,3
CCc1nnc(NC(=O)CSc2ccc(-c3cccs3)nn2)s1,x,x,36
CCOc1cc(C2Nc3ccccc3C(=O)N2c2ccccc2)ccc1O (stereo not given),1.3,0.27,-27
Cc1ccc(C)c(NC(=O)CCN2CCc3ccccc3C2)c1,x,x,-15
Cc1ccc(SCCC(=O)NC(C)(C)C)cc1,-0.17,0.12,-130
COc1ccccc1Cn1c(-c2ccco2)nc2nc3ccccc3nc21,x,x,-38
CCOC(=O)c1ccc(N2C(=O)C3ON(c4ccccc4)C(c4ccco4)C3C2=O)cc1 (stereo not given),0.18,-0.38,x
CN1CCC(N(C)C(=O)CCc2nc3ccccc3c(=O)[nH]2)CC1,0.68,-0.54,2
COc1ccc(S(=O)(=O)C(C#N)c2nc3ccccc3nc2N2CCCC(C)C2)cc1 (stereo not given),0.08,0.31,5
C=CCNc1nc(Nc2ccc(OC)cc2)nc(OCC)n1,0.27,0.01,x
COC(=O)CN1C(=O)C(C)=C(c2ccc(C)cc2)S1(=O)=O,-0.87,-0.99,6
CCCCNC(=O)C(c1ccc(-c2ccccc2)cc1)N(CCN1CCOCC1)C(=O)CCCCCN1C(=O)NC(c2ccc([N+](=O)[O-])cc2)C(C(=O)OCc2ccccc2)=C1C (stereo not given),-0.23,0.31,45
CCN(CC)c1ncnc2c1sc1nc(C)cc(C)c12,-0.71,-0.41,-35
COc1cccc(OCCOc2ccccc2OC(C)C)c1,0.93,1.4,-17
C[C@]12CC[C@@H]3c4ccc(OC(=O)c5ccccc5)cc4CC[C@H]3[C@@H]1CC[C@@H]2O,-0.99,0.86,-36
O=C(CN1C(=O)S/C(=C\C=C\c2ccccc2)C1=O)Nc1ccc(O)cc1,0.28,0.22,-4
CS(=O)(=O)N(CC(=O)N1CCN(C(c2ccccc2)c2ccccc2)CC1)C1CCCCC1,-0.92,-0.09,-34
CC1CN(S(=O)(=O)c2cccc(-c3csc(-c4ccccc4)n3)c2)CC(C)O1 (stereo not given),-1.1,-0.97,6
CCn1c(-c2ccccc2Cl)nn(CC(=O)NCCc2ccccc2)c1=S,0.6,0.54,-44
c1nc(NC2CCCCC2)c2[nH]cnc2n1,0.08,-0.59,-21
Cc1ccc(S(=O)(=O)NCC2CCC(C(=O)NCc3cccs3)CC2)cc1 (stereo not given),x,x,43
CC1Oc2ccccc2C=C1C1/C(=C(/O)c2ccccc2)C(=O)C(=O)N1CCCN(C)C (stereo not given),-0.38,-0.56,u
COc1cc(C)ccc1OCCOCCOc1ccc(C)cc1[N+](=O)[O-],-0.04,-0.52,48
CCC(=O)N1c2ccc(S(=O)(=O)CCC(=O)N3CCn4c3nc3ccccc34)cc2CC1C (stereo not given),0.29,-0.36,6
O=C(Nc1ccc2c(c1)CCC2)c1cc(S(=O)(=O)N2CCN(c3ccccc3)CC2)ccc1Cl,-0.89,-0.95,-16
Nc1nonc1-c1nc2ccccc2n1CCC(=O)O,-0.87,-1.5,x
O=C(Cn1c(=O)oc2ccccc21)NC(=O)NCc1ccccc1,0.99,0.31,23
CCOc1cccc(NC(=O)C2CCCN(S(=O)(=O)c3ccc(OC)cc3)C2)c1 (stereo not given),-1.3,-1.4,-15
O=C(C1CCN(S(=O)(=O)c2cccc3nsnc23)CC1)N1CC=C(c2ccccc2)CC1,-0.1,0.22,-25
COc1ccc(CNC(=O)/C(C#N)=C2\N=C(NC(=O)c3cccs3)c3ccccc32)cc1,1.4,1.2,-29
Cc1ccc(S(=O)(=O)N2CCN(S(=O)(=O)N3CCOCC3)CC2)cc1C,-0.42,0.87,47
O=C1c2cccnc2C(=O)N1Cc1cccs1,-0.41,-1.5,x
COc1ccc(OCC(=O)Nc2ccccc2-c2ccccc2)cc1,x,x,20
COc1cc(CNCC(O)c2ccccc2)ccc1OCc1ccc(Cl)nc1 (stereo not given),0.51,1.4,20
CCn1c(C)nc2cc(C(=O)NNC(=O)c3ccc(Cl)nc3)ccc21,x,x,50
CCCC(=O)N1CCN(c2ccc([N+](=O)[O-])cc2Cl)CC1,0.38,-0.09,21
CCOC(=O)C1=C(N)Oc2c(oc(CO)cc2=O)C1c1c(F)cccc1Cl (stereo not given),0.4,0.06,35
Cc1ccccc1OCCNC(=O)c1ccc2ccccc2n1,-1.4,-0.72,-9

# Taken from above.
# Value of `COC(=O)CN1C(=O)C(C)=C(c2ccc(C)cc2)S1(=O)=O` in SDO1 yeast rescue: -0.87
# Value of `CN1CCC(N(C)C(=O)CCc2nc3ccccc3c(=O)[nH]2)CC1` in INS promoter inh: 2
# Value of `Cc1ccc(-c2nc3cnccn3c2Nc2ccc3c(c2)OCCO3)o1` in SDO1 yeast rescue: -1.1
# Value of `CCOC(=O)c1ccc(N2C(=O)C3ON(c4ccccc4)C(c4ccco4)C3C2=O)cc1` (stereo not given) in SDO1 yeast rescue Rescue 24 h: -0.38
# Value of `CCOc1cccc(NC(=O)C2CCCN(S(=O)(=O)c3ccc(OC)cc3)C2)c1` (stereo not given) in SDO1 yeast rescue Rescue 24 h: -1.4

# Following part:
SMILES,SDO1 yeast rescue,SDO1 yeast rescue Rescue 24 h,INS promoter inh
CC(=O)NC(CCS(C)(=O)=O)C(=O)N1CCc2ccccc21 (stereo not given),0.55,0.69,29
O=C(O)CNc1nc(Cl)ccc1[N+](=O)[O-],0.27,-0.14,14
O=c1oc2ccccc2cc1-c1ccc(O)cc1,1.4,0.5,-40
COc1cccc(C(=O)Nc2ccc(NC(=O)C(C)C)nc2)c1,0.87,0.18,27
CC(NCCO)C(=O)C12CC3CC(CC(C3)C1)C2 (stereo not given),1.5,1.7,18
O=C(CSc1ccccc1)NCCSCc1ccccc1,0.33,0.7,-26
CCCCc1cc(=O)oc2c(CN(C)C)c(O)c(Cl)cc12,0.35,0.04,-33
Cc1ccc2nc(SCC(=O)Nc3ccccc3N3CCOCC3)c(C#N)cc2c1,-1.5,0.26,8
C#CCOc1c(Cl)cc(/C=N/O)cc1OC,1.4,1.7,0
COCCNC(=O)c1ccccc1NC(=O)c1ccc(OC)c(OC)c1,0.39,-0.8,11
O=C(NC(=S)Nc1cc(C(F)(F)F)ccc1N1CCOCC1)c1ccc(-c2cccc(Cl)c2)o1,0.1,0.79,x
O=C(CN1CCC(n2nnc3ccccc32)CC1)NCc1cccs1,1.6,2.4,x
CCN(c1ccc(OC)cc1)c1ncnc2nc[nH]c12,1.7,1.4,x
Cc1cc(C)c(-c2csc(NC(=O)COC(=O)c3ccc4c(c3)OCO4)n2)c(C)c1,0.97,3.5,27
Cc1ccc(NC(=O)CN2CCCCCC2)cc1Br,x,x,-64
CN(C)/C=N/c1nc2ccc3c(c2s1)CCCC3,x,x,0
COC(=O)c1sccc1NC(=O)COc1ccc(Cl)cc1,-0.81,0.03,-20
N#CCCN1CCN(S(=O)(=O)c2ccc(S(=O)(=O)NCC3CCCO3)cc2)CC1 (stereo not given),0.68,-0.19,x
CC1CCCC(NC(=O)c2cccc(N3CCCC3=O)c2)C1C (stereo not given),x,x,-108
Cc1[nH]c2ccccc2c1C(=O)CSc1ncn[nH]1,0.8,1.4,14
CN(C)CCCN1c2ccccc2Sc2ccc(Cl)cc21,-0.16&-0.72,-1.1&-0.92,-73&-77
CC(=O)Oc1ccc2c(=O)c(N3C(=O)c4ccccc4C3=O)c(C)oc2c1,0.43,-0.12,7
COc1ccc(Br)cc1/C=C/C(=O)Nc1ccc(C)cc1,-1.8,-1.1,x
CN(C)S(=O)(=O)c1ccc(N2CCOCC2)nc1,0.63,0.24,-350
C/C(=N\NC(=O)Cn1ccc(C(F)(F)F)n1)c1ccco1,x,x,50
N#C/C(=C/c1ccco1)c1nc2ccccc2s1,-1.1,-0.95,-7
